JMJD2A Tudor – qHTS Assay for Inhibitors of JMJD2A-Tudor Domain. Lysine-specific demethylase 4A (Homo sapiens), O75164. 390,000 compounds, 4.4% hits. AlphaScreen JMJD2A-Tudor / H3K4me3 peptide binding. Potency, µM (titrated, usually from 114 µM), for inactives: at the top dose activity change, negative = inhibition, actives largely listed as inhibitors. AID 504339, 2011; also: potency is read from the fitted curve at half-maximal effect; % is scaled to controls: 0 for no effect and ±100 for the full control effect; nearly all actives have a fitted effect of over 50% in size
GLS inhibitor – qHTS for Inhibitors of Glutaminase (GLS); 410,000 compounds, 0.21% hits; AID 624170, 2012; Potency, µM (titrated, usually from 45.5 µM), for the others: at the top dose activity change, negative = inhibition, most hits filed as inhibitors; GLS enzymatic activity, qHTS titration; also: potency is read from the fitted curve at half-maximal effect; % is scaled to controls: 0 for no effect and ±100 for the full control effect
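hKGA in 45 mM KH2PO4 (pH 8.2), 0.02% Tween-20 with compound, then 1mM L-Glutamine (stock as added) plus glutamate oxidase/HRP/Amplex red coupling mix. Fluorescence read initially and after 30 min at RT; signal change reflects glutamate formation.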
ERG-DNA inh – qHTS for Small Molecule Inhibitors of the ERG Ets/DNA interaction. Transcriptional regulator ERG (Homo sapiens), P11308. fluorescence polarization, His-ERG Ets domain / labelled DNA. Potency, µM (doses to about 76.9 µM), for the others: at the top dose FP activity, negative = inhibition, most hits filed as inhibitors. 370,000 compounds, 0.028% hits. AID 624246, 2012; active = well fitted inhibition curve with a large enough effect in the polarisation, with a control signal flat; inconclusive = small, poorly fitted or top-dose-only effect, or effect the other way, or a change in a side signal; inactive = no such curve, though single readings can be large or run the other way; the % refers to the polarisation;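 also: polarization taken with two DNA probes labelled with fluorescein and Texas red; potency is read from the fitted curve at half-maximal effect; % of control where 0% means no effect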
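His-tagged ERG Ets domain (1 uM in the protein solution; 300mM KCl, 50mM Tris-HCl, 1mM EDTA, 1mM DTT, pH 7.5) received compound, then a probe mix of 5 nM fluorescein-DNA and 100nM Texas-615-DNA. Fluorescence polarization was read for both dyes.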
PI4K2A block – qHTS for small molecular inhibitors of PI4K2A; Phosphatidylinositol 4-kinase type 2-alpha (Homo sapiens), Q9BTU6; purified PI4K2A, ADP-Glo luminescence, 1 h; stronger effect = lower value; activity change, negative = inhibition, % at 76.9 µM; 420,000 compounds, 0.13% hits; AID 1346378, 2018; in the data active = activity change below about -50%; inconclusive = mostly about -30% to -49%;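 also: -100% = wells without enzyme as full effect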
Target sequence (Q9BTU6 whole entry, looked up): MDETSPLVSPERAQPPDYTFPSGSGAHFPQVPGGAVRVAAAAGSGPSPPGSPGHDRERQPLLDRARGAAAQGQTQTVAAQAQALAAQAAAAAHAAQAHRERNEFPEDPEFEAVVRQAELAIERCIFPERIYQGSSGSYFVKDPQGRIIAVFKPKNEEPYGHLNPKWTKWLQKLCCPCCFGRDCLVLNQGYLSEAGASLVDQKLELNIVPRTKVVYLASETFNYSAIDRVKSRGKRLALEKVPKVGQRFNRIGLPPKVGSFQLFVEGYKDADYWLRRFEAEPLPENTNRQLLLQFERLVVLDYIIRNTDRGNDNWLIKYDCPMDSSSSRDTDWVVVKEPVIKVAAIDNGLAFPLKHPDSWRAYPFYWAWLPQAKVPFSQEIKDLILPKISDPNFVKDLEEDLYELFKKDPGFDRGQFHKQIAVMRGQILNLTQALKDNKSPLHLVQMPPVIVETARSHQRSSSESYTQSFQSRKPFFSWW
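ADP-Glo luminescence measured ADP generated by PI4K2A enzyme (4 ug/mL before mixing) with 1.2 mM PI substrate (pre-mix) and 300 microM ATP (pre-mix). Tris pH7.5 buffer with MgCl2, Triton X-100; 1 h reaction at ambient temperature.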
Tb PGK inh – qHTS Assay to Find Inhibitors of Phosphoglycerate Kinase; Potency, µM (top dose mostly 57.5 µM), without a hit: top-dose activity change, negative = inhibition, usual class: inhibitors; PGK/GAPDH coupled, Kinase-Glo luminescence, 60 min; 380,000 compounds, 0.043% hits; Phosphoglycerate kinase, glycosomal (Trypanosoma brucei brucei), P07378; also: potency is read from the fitted curve at half-maximal effect; % is scaled to controls: 0 for no effect and ±100 for the full control effect; nearly all actives have a fitted effect of over 60% in size
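Recombinant glycosomal PGK reaction used 1,3-bisphosphoglycerate generated in-well by GAPDH (100nM final) in 100mM TEA pH 7.6, 5mM MgCl2, 0.01% Tween-20. After 60 minutes at room temperature, ATP was read by Kinase-Glo Plus luminescence end-point.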
BAZ2B block – qHTS Assay for Inhibitors of BAZ2B; Bromodomain adjacent to zinc finger domain protein 2B (Homo sapiens), Q9UIF8; AlphaScreen BAZ2B-H3K14Ac peptide displacement; Potency, µM (top dose mostly 114 µM), without a hit: top-dose activity change, negative = inhibition, most hits filed as inhibitors; 360,000 compounds, 4.4% hits; AID 504333, 2011; also: potency is read from the fitted curve at half-maximal effect; % is scaled to controls: 0 for no effect and ±100 for the full control effect; nearly all actives have a fitted effect of over 60% in size
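Multi-concentration screen (max 110 uM) measuring displacement of acetylated histone H3 peptide from BAZ2B by AlphaScreen, using 50 nM protein, 50 nM peptide and 10 ug/mL streptavidin donor plus Ni-chelate acceptor beads.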
Pin1 inhibitor – qHTS Assay to Find Inhibitors of Pin1; Potency, µM (top dose mostly 115 µM), inactives show at the top dose activity, negative = inhibition, hits mostly inhibitors; Peptidyl-prolyl cis-trans isomerase NIMA-interacting 1 (Homo sapiens), Q13526; Pin1 FP peptide displacement, HiFluor488, 10 min; 390,000 compounds, 0.009% hits; active = well fitted inhibition curve with a large enough effect in the polarisation, with a control signal flat, not every such curve was filed as active; inconclusive = small, poorly fitted or top-dose-only effect, or effect the other way, or a change in a side signal; inactive = no such curve, though single readings can be large or run the other way; the % refers to the polarisation; also: potency is read from the fitted curve at half-maximal effect; % is scaled to controls: 0 for no effect and ±100 for the full control effect
HP1b binding inh – HTS for Inhibitors of HP1-beta Chromodomain Interactions with Methylated Histone Tails; Chromobox protein homolog 1 (Homo sapiens), P83916; AlphaScreen HP1-beta / biotin-H3K9me3 peptide binding; Potency, µM (titrated, usually from 114 µM), for the others: top-dose activity change, negative = inhibition, actives largely listed as inhibitors; 390,000 compounds, 0.56% hits; AID 540317, 2011; also: potency is read from the fitted curve at half-maximal effect; nearly all actives have a fitted effect of over 70% in size; inactives centre near 23
Target sequence (P83916 whole entry, looked up): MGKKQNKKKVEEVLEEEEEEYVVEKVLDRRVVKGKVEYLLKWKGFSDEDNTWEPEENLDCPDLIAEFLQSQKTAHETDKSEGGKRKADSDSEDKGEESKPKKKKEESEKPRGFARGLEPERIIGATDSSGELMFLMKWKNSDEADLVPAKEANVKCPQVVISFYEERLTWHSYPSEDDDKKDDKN
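AlphaScreen: HP1-beta (50 nM) preformed 30 min with biotin-H3(1-18)K9me3 peptide (50 nM) in PBS pH 7.4, 0.01% Tween-20. Compound added for 30 min at RT, then streptavidin donor/nickel chelate acceptor beads (10 ug/mL) for 30 min.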
G9a block – qHTS Assay for Inhibitors of Histone Lysine Methyltransferase G9a | Potency, µM (doses to about 102 µM), for the others: top-dose activity, negative = inhibition, actives largely listed as inhibitors | G9a H3K9 monomethylation, AlphaScreen, 2 h | AID 504332, 2011 | 350,000 compounds, 8.8% hits; also: potency is read from the fitted curve at half-maximal effect; % is scaled to controls: 0 for no effect and ±100 for the full control effect; nearly all actives have a fitted effect of over 75% in size
Target sequence (Q96KQ7 913-1193 limits assumed): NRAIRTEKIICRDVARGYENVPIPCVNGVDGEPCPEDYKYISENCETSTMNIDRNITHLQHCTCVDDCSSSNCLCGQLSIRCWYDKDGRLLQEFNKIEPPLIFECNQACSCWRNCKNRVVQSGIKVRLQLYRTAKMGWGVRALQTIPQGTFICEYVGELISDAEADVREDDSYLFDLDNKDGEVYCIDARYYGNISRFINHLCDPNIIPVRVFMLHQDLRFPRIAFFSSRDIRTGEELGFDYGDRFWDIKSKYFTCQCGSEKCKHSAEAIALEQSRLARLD
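Methyltransferase reactions run at room temperature for 2 h (20 nM enzyme, 500 nM biotin-H3K9 peptide, 20 uM SAM) after a 15 min compound preincubation; product detected by AlphaScreen beads and anti-H3K9me1 antibody.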
* = called active by the depositor; i = inactive; u = inconclusive; x = no result given; & = joins results of further samples; [ ] = dose if it differs, or a comment. Unless noted, calls follow the shape of the dose curve; as a rule, active = well fitted curve in the direction sought with a large enough effect; inconclusive = small, poorly fitted or top-dose-only effect, or another doubt; inactive = no such curve, though single readings can be large; an effect the other way counts as inactive or inconclusive. Compounds as they come, and some 11% of all compounds hit somewhere here.

SMILES	JMJD2A Tudor	GLS inhibitor	ERG-DNA inh	PI4K2A block	Tb PGK inh	BAZ2B block	Pin1 inhibitor	HP1b binding inh	G9a block
COC(=O)c1cccc(N2C(=O)c3cccnc3C2=O)c1	44.7µM*	-10.4%	-4.3%	-15.4	-0.3%	-112.6%	-2.7%	27.4%	u
CCN(CC)S(=O)(=O)c1cccc(-n2c(O)c(C=Nc3ccccc3C(=O)O)c3ccccc3c2=O)c1	-22.1%[11.4 µM]	8.5%	-0.6%	4.8	-4.8%	-37.8%	-16.0%	-2.8%	-49.1%[59 µM]
COc1ccc(C(C(=O)NC2CCCCC2)N(C(=O)CCl)c2cccc(Cl)c2)cc1 (stereo unspecified)	-4.1%	7.2%	7.1%	23.4	1.4%	-27.8%	7.5%	12.3%	-46.0%[59 µM]
Cc1cccc(OCC(=O)NCCNC(=O)c2cccnc2)c1	-0.7%	-4.6%	-5.2%	-9.9	-4.6%	5.8%	-12.7%	18.9%	0.4%
CN(C)C(CNC(=O)c1ccco1)c1cccs1 (stereo unspecified)	-11.0%	-8.7%	4.0%	-0.9	-6.8%	6.9%	-2.2%	21.2%	-4.3%
COc1ccc(C(=O)c2c[nH]c(C(=O)NCc3cccs3)c2)cc1	-11.7%	1.5%	8.1%	-2.9	-9.9%	1.5%	19.1%	35.8%	29.5%[12.7 µM]
c1ccc2c(c1)OCC(CNCC1COc3ccccc3O1)O2 (stereo unspecified)	2.1%	-4.1%	2.1%	6.0	-2.2%	-3.4%	-0.8%	47.1%[activator]	x
CCOc1ccc2ccccc2c1/C=N/NC(=O)CNC(=O)c1ccccc1F	-24.7%	-11.6%	-2.2%	0.9	i	6.4%	8.2%	-16.5%	8.4%
CCOC(=O)C(C)On1c(-c2ccccc2)nc2ccc([N+](=O)[O-])cc21 (stereo unspecified)	u	-1.1%	-9.8%	-10.9	i	u	-5.8%	-2.8%	-4.6%[12.7 µM]
O=C(C1CCCN(S(=O)(=O)c2ccc(Br)cc2)C1)N1CCN(Cc2ccccc2)CC1 (stereo unspecified)	u	2.4%	-10.1%	4.3	7.2%	15.5%	-1.1%	13.7%	46.3%[12.7 µM]
C=CCn1c(=O)/c(=C/c2cc(OC)c(OC)c(OC)c2)s/c1=C(/C#N)c1nc2ccccc2n1C	-26.2%	-1.7%	-16.8%	19.5	-1.9%	u	u	6.1%	u
Cn1cnnc1SCC(=O)Nc1ccc(OCc2ccccc2)cc1	-3.4%	u	-1.2%	-4.4	-3.8%	-14.5%	-1.2%	23.8%	-45.9%
Cc1ccc([C@H]2C(C(=O)O)=C[C@@H](C(C)(C)C)N2S(=O)(=O)c2ccc(C)cc2)cc1	-2.7%	-3.1%	-2.2%	-1.0	7.8%	x	6.8%	46.0%[activator]	x
CCOc1ccc(S(=O)(=O)Nc2ccc(C(=O)N/N=C/c3c(C)nn(-c4ccccc4)c3N3CCCC3)cc2)cc1	-25.4%	20.1%	0.5%	-2.4	i	-5.2%	-0.6%	u	0.7%[59 µM]
O=C(CCNC(=O)c1ccco1)NCc1ccc(F)cc1	-3.2%	-0.5%	4.3%	2.1	1.4%	x	0.5%	48.3%[activator]	x
COC(=O)c1c(C)sc(-c2c(-c3ccc(F)cc3)[nH]c3[nH]c(=O)[nH]c(=O)c23)c1O	u	12.5%	2.2%	-4.7	x	u	181.6%[activator]	12.2%	u
CC(C)Cn1c(CCCNC(=O)c2ccc(F)cc2)nc2ccccc21	-2.8%	0.2%	1.2%	3.7	-1.5%	10.7%	0.7%	37.5%	-8.7%[59 µM]
Cc1nnc(NC(=O)c2csc3c2CCC(C)C3)s1 (stereo unspecified)	4.8%	-6.1%	-6.5%	8.3	-4.4%	-13.7%	1.3%	39.8%[activator]	2.9%
CCC(=O)Nc1ccc(C(=O)CSc2nnc(CNc3ccc(Cl)cc3)o2)cc1OC	-10.5%	-0.7%	x	2.7	-7.4%	1.6%	7.1%	13.4%	-2.6%[59 µM]
C#CCOCCOCCOCCNc1nc(N2CCN(C(=O)[C@H](CCCCN)n3cc(C(N)CC(C)C)nn3)CC2)nc(N2CCN(C(=O)[C@H](CCC(=O)O)n3cc(C(N)[C@H](C)CC)nn3)CC2)n1 (stereo partly specified)	50.1µM*	1.4%	-4.8%	-3.0	-6.0%	50.1µM*	-4.6%	48.9%[activator]	-136.4%[59 µM]
CCN(CCNC(=O)c1cc(C)nn1-c1ccccc1)c1ccccc1	-22.0%	27.5%	-10.6%	0.1	-6.0%	-8.7%	-0.5%	24.6%	u
O=C1CSC(c2ccc([N+](=O)[O-])cc2)N1c1ccc(O)cc1 (stereo unspecified)	-1.0%	-6.8%	-12.0%	1.9	i	17.0%	-11.9%	12.1%	-28.6%
c1csc(-c2nc(-c3ccncc3)no2)c1	-8.3%	1.5%	-4.0%	-3.9	-3.2%	-3.5%	-1.4%	21.1%	9.9%[59 µM]
CCCCOC(=O)C1=C(C)Nc2ncnn2C1c1ccc(OC)c(OC)c1OC (stereo unspecified)	-8.2%	1.6%	0.9%	-3.9	-6.8%	2.7%	-0.1%	24.9%	u
CC(=O)NCc1ccc(-c2csc(NC(=O)CCc3nc4ccccc4c(=O)[nH]3)n2)s1	-8.9%	7.3%	16.0%	-3.3	6.5%	x	11.0%	19.0%	x
CC(=O)C1CCC2C3CC=C4CC(SC(=N)N)CCC4(C)C3CCC12C (stereo unspecified)	-32.6%	6.2%	8.2%	0.9	1.0%	x	-9.4%	3.2%	x
Cc1cc(C)n(-c2nc(NC(C)C)nc(NC(C)C)n2)n1	u	-14.0%	2.3%	-1.9	-9.9%	-32.7%	2.7%&-8.9%	17.7%&41.6%	27.5%[12.7 µM]
O=c1cc(NCCCO)c2ccccc2o1	-14.4%	3.0%	-2.6%	-1.4	-7.9%	-0.1%	-3.6%	13.1%	-9.9%
O=C(NCC(c1cccnc1)N1CCN(c2ccccc2)CC1)c1ccco1 (stereo unspecified)	-12.6%	0.0%	x	-0.2	-7.3%	x	1.4%	17.1%	x
O=C(NCc1ccccc1)c1ccco1	1.1%	2.7%	-2.0%	5.2	-2.0%	4.2%	3.2%	11.7%	19.3%[59 µM]
O=C(N/C(=C/c1ccccc1)C(=O)N1CCCCC1)c1ccccc1	-4.2%	-7.9%	6.8%	-7.1	-1.9%	-21.7%	-0.2%	12.5%	30.2%
CC(C)CC(=O)N1CCN(S(=O)(=O)c2ccc(Cl)cc2)CC1	-5.2%	7.9%	-1.7%	30.6	0.6%	3.6%	-1.7%	-12.9%	-6.5%
C[C@H](NC(=O)NCc1cccs1)C(=O)O	-8.2%	-6.7%	-5.3%	5.4	-6.5%	-2.3%	-7.7%	30.9%	11.0%[59 µM]
COC(=O)C1=CN(Cc2ccccc2)C=C(C(=O)OC)C1c1ccc(O)c(OC)c1	-9.9%	21.1%	-2.2%	-2.4	-9.9%	7.6%	0.4%	29.2%	x
Cc1noc(NS(=O)(=O)c2ccc(NC(=O)/C=C/c3ccccc3)cc2)c1C	-23.3%	-16.1%	-4.8%	-1.2	-3.2%	x	-4.0%	11.4%	x
C=CCn1c(=O)c2ccccc2n2c(SCC(=O)NC)nnc12	-2.3%	1.9%	-8.0%	-1.2	2.8%	7.1%	-8.6%	45.1%[activator]	-6.4%
O=c1[nH]c(CSc2ncc(C(F)(F)F)cc2Cl)nc2ccccc12	-9.8%	6.7%	3.3%	0.5	i	-12.1%	20.1%	27.8%	-29.6%
CC1CCCN(S(=O)(=O)Cc2ccc(Cl)cc2)C1 (stereo unspecified)	9.3%	-5.7%	1.3%	3.7	-2.4%	-1.5%	-4.3%	48.0%[activator]	6.5%[59 µM]
Cn1c(=O)c2c(n3c4ccccc4nc13)NC(=O)CC2c1cccc(Cl)c1 (stereo unspecified)	-14.3%	24.1%	3.3%	-1.3	-6.4%	-11.4%	-3.7%	51.8%[activator]	-19.9%[59 µM]
Cc1ccc([N+](=O)[O-])cc1NC(=O)c1cccnc1	-18.3%	-1.6%	-20.4%	-4.9	-7.4%	6.6%	1.5%	33.2%	-1.9%
COc1ccccc1/C=C1\SC(=S)N(CCC(=O)NNC(=O)c2ccccc2OC)C1=O	-17.4%[57.1 µM]	1.0%	9.7%	0.0	-9.7%	3.0%	25.2%	-9.2%	2.4%
